Assay outcomes: PubChem, several laboratories
KCNK9 block: KCNK9 potassium channel inhibitors, primary screen, HEK293 cells, thallium flux; Potassium channel subfamily K member 9 (Homo sapiens), Q9NPC2; FluxOR thallium flux fluorescence; hits give low values; B-score at 10 µM; hit rate 1.2% among 310,000; AID 488922, 2010;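 active means ratio B-score over 3 SD below the library mean, with starting fluorescence within 5 SD of its mean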;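 further: negative B-score means less thallium flux so channel inhibition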
KCNQ1 pot: potentiators or activators of KCNQ1 channel, primary screen, cell-based, thallium flux, high-throughput. CHO-K1 KCNQ1, thallium flux FluxOR fluorescence; hits give high values. B-score at 10 µM. AID 2648, 2010. hit rate 0.35% among 310,000;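 active means fluorescence ratio B-score, a plate-corrected score, at least three library SD, with initial intensity B-score within 5 SD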
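Test system: CHO-K1 cells stably expressing KCNQ1 / Medium: assay buffer / Also added: depolarizing K+/Tl+ stimulus, K2SO4 and Tl2SO4 each 12.5 mM in 5x stock / Incubation: 90 min dye loading and 20 min compound exposure, both at room temperature / Signal: thallium influx via FluxOR fluorescence, kinetic imaging / Evaluation: B score of baseline-normalized fluorescence ratio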
KCNQ1 inh: inhibitors of human KCNQ1 channel, primary screen, cell-based, thallium flux, high-throughput; B-score at 10 µM; Potassium voltage-gated channel subfamily KQT member 1 (Homo sapiens), P51787; hit rate 1.3% among 310,000; AID 2642, 2010; CHO-K1 KCNQ1, FluxOR thallium flux fluorescence; hits give high values;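 active means compounds whose thallium flux B-score, printed positive for inhibition, exceeds three library SD while starting fluorescence stays within three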;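 further: channel opened by potassium depolarization with thallium stimulus after 20 min compound exposure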
HDAC3 inhib: HDAC3 deacetylase inhibitors, primary screen, biochemical, fluorescence, cell-free homogeneous; recombinant HDAC3, fluorogenic peptide/trypsin coupled; Histone deacetylase 3 (Homo sapiens), O15379; inhibition, % at 8.3 µM; hit rate 0.15% among 320,000; in the data active means inhibition above about 26%, passing the limit was not always enough; inconclusive means no clear call, values can overlap the other calls
ANO1 activ: TMEM16A chloride channel activators or potentiators, primary screen, cell-based, HTS; B-score at 10 µM; Anoctamin-1 (Mus musculus), Q8BHY3; HEK293 TMEM16A/YFP-H148Q/I152L, iodide quench fluorescence; hits give low values; AID 623877, 2012; hit rate 0.3% among 340,000;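 active means fluorescence-ratio B-score plate-corrected deviation score at least 3 library SD below zero, with starting fluorescence score within 5 deviations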;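 further: channel opened by trigger with iodide after compound preincubation; score built on the fluorescence ratio of max minus min over baseline; more negative score means more quench and so TMEM16A activation or potentiation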
TRPC4 PAM: positive allosteric modulators of TRPC4, primary screen, cell-based, mouse TRPC4beta, HEK293 mu-opioid, Fluo-4 calcium; Short transient receptor potential channel 4 (Mus musculus), Q9QUQ5; DAMGO EC20, Fluo-4 Ca2+ flux; hits give high values; B-score at 10 µM; hit rate 0.42% among 310,000;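 active means B-score of calcium response area above 5 SD of library B-scores, with initial fluorescence ratio within 5 SD of library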;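 further: B-score of integrated fluorescence ratio over time as area under calcium response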
Target sequence (Q9QUQ5 whole entry, looked up): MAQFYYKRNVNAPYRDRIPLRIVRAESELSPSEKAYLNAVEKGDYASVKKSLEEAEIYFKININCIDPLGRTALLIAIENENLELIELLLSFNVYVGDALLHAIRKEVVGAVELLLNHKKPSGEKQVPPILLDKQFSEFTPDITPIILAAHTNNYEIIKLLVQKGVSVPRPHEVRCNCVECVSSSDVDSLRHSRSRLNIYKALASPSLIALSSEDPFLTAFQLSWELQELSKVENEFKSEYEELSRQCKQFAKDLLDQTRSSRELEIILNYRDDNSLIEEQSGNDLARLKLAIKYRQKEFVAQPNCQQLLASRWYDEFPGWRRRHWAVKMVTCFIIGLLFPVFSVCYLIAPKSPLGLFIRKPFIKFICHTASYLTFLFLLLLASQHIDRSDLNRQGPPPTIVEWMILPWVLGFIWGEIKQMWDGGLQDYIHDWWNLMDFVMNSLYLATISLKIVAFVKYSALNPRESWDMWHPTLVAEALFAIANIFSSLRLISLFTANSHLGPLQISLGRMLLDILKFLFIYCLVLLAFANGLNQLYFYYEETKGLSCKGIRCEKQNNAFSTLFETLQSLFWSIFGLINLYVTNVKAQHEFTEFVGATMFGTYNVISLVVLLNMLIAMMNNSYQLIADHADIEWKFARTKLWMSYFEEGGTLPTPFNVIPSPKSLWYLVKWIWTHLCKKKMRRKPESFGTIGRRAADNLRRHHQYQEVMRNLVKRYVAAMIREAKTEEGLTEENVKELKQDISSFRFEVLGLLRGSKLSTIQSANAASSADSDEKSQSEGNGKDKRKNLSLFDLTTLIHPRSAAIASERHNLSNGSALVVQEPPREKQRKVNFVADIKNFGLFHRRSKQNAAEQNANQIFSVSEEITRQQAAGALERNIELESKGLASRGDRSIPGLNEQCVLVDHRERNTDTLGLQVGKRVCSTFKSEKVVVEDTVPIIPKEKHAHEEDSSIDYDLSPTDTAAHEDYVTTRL
hERG protect: hERG rescue from dofetilide block, primary screen, cell-based, CHO-hERG, FluxOR thallium flux, dofetilide IC70; dofetilide IC70 present; activation (rescue from dofetilide block), less the hit threshold, % at 10 µM; hit rate 0.51% among 310,000; AID 1511, 2009;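 active means activation above the mean of controls blocked by dofetilide plus 5 SD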;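 further: thallium influx through hERG after potassium depolarization seen as dye fluorescence rise; in these data hits start at about 4.7%; inactives centre near -7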
TRPC4 agonist: activators of mouse TRPC4 channel, primary screen, Fluo4 calcium, HEK293 TRPC4beta/mu-opioid cells. Short transient receptor potential channel 4 (Mus musculus), Q9QUQ5. Fluo4 calcium fluorescence; hits give high values. B-score at 10 µM. hit rate 0.49% among 310,000. AID 2237, 2010;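 active means B-score above 5 SD of library B-scores, and initial fluorescence ratio not above library mean plus 5 SD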;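 further: positive B-score marks a calcium rise read as TRPC4 activation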
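Assay system: HEK293 stable line with TRPC4beta plus mu-opioid receptor; schedule: 45 min room-temperature Fluo4 loading, 110 s read; technique: kinetic Fluo4 calcium fluorescence; evaluation: integrated baseline-normalised fluorescence ratio, converted to per-well B score; controls: buffer (low) and maximal DAMGO (high)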
KCNK3 inh: human KCNK3 channel inhibitors, primary screen, CHO cells, FluxOR thallium flux, B-score | Potassium channel subfamily K member 3 (Homo sapiens), O14649 | FluxOR fluorescence; hits give low values | B-score at 10 µM | hit rate 0.84% among 340,000 | AID 602410, 2012;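 active means B-score under library mean minus 4 SD, starting fluorescence ratio at most library mean plus 5 SD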;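 further: more negative B-score means stronger inhibition of thallium flux through KCNK3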
Dyrk1A ADPGlo: rat Dyrk1A kinase inhibitors, primary screen, biochemical, single point, plate reader; Dual specificity tyrosine-phosphorylation-regulated kinase 1A (Rattus norvegicus), Q63470; ADP-Glo luminescence, NFATc1 peptide; inhibition, % at 12.5 µM; hit rate 0.43% among 310,000; in the data active means inhibition above about 50%;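 further: plate controls were vehicle with enzyme for no effect and no enzyme for full effect; many of its hits are not listed in these tables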
TMEM16A inh: TMEM16A chloride channel inhibitors, primary screen, cell-based, HTS; HEK293 TMEM16A/YFP iodide influx fluorescence, ionomycin; hit rate 1.2% among 310,000; Anoctamin-1 (Mus musculus), Q8BHY3; AID 588511, 2011; normalized B-score (activity score, 25-100; higher = stronger inhibition) at 10 µM;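 active means ratio plate-corrected score three or more library SD toward inhibition, starting fluorescence score within five deviations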;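 further: score derived from kinetic fluorescence span divided by baseline fluorescence per well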
Starred values were filed as active, the others as inactive; i = inactive; ? = inconclusive; . = not tested or not shown. The list is partial. The share of hits here may be higher or lower than overall.

SMILES | KCNK9 block | KCNQ1 pot | KCNQ1 inh | HDAC3 inhib | ANO1 activ | TRPC4 PAM | hERG protect | TRPC4 agonist | KCNK3 inh | Dyrk1A ADPGlo | TMEM16A inh
CCOC(=O)c1cccc(N/C=C/C(=O)c2ccc(OC)c(OC)c2)c1 | -16* | i | i | -3 | i | i | 4 | i | i | -4 | i
CN(C)CCNC(=O)c1ccc2c(=O)n(Cc3ccc(Cl)cc3)c(=S)[nH]c2c1 | i | i | i | 6 | i | i | -7 | i | i | 3 | i
COc1ccc(NC(=O)CSc2nnc(C3CCCCC3)n2N)cc1OC | i | i | i | -11 | i | i | -3 | i | i | -5 | i
O/N=C/c1ccn(-c2ccc(Br)cc2)c1 | i | i | i | 3 | i | i | -18 | i | i | 7 | i
Cc1ccc(/C=C(\NC(=O)c2ccccc2)C(=O)NC2CCN(Cc3ccccc3)CC2)o1 | i | i | i | 9 | i | i | -5 | i | i | -8 | i
Nc1ccc(Br)c[n+]1Cc1cccc2cccnc12 | i | i | i | . | i | i | -19 | i | i | 2 | i
Cc1ccc(/C=C2\SC(=S)N(CCC(=O)N3CCCCC3)C2=O)cc1 | i | i | i | -6 | i | i | -6 | i | i | -8 | i
Cc1cc(C)nc(Nc2cccc(C(F)(F)F)c2)n1 | i | i | i | ? | i | i | -5 | i | i | 0 | i
O=C(/C=C/c1ccco1)NCC(=O)N/N=C/c1ccc([N+](=O)[O-])cc1 | i | i | i | 5 | i | i | -2 | i | i | 2 | i
COCCCNC(=O)CN1C(=O)CSc2ncccc21 | i | i | i | 1 | i | i | -2 | i | i | -8 | i
CCc1cccc(NC(=O)CNC(=O)N2CC(=O)Nc3ccccc32)c1 | i | i | i | 9 | i | i | -6 | i | i | -1 | i
O=C(c1ccccc1)c1ccc(OC(=O)C2CCCCC2)cc1 | i | i | i | -7 | i | i | -6 | i | i | . | i
O=C(c1ccc(Cl)c(Cl)c1)N1CCCC1 | i | i | i | 3 | i | i | -9 | i | i | -3 | i
COc1ccc(C(=O)NCC(=O)NCC(=O)OCC(=O)c2cccs2)cc1 | i | i | i | 7 | i | i | -8 | i | i | 9 | i
Nn1c(-c2ccccc2)nc2cc(Cl)ccc2c1=O | i | i | i | -6 | i | i | -6 | i | i | 3 | i
O=C(O)c1ccc(-c2nc(-c3ccccc3)cs2)cc1 | i | i | i | -1 | i | i | -16 | i | i | 6 | i
COc1nc(N(C)S(=O)(=O)c2ccc(C)cc2)nc(C)c1Br | i | i | i | -1 | i | i | -1 | i | i | -2 | i
CC(=O)Nc1ccc(N(C(=O)c2ccco2)C(C(=O)NC2CCCC2)c2cccs2)cc1 (stereo not drawn) | i | i | i | 4 | i | i | -3 | i | i | . | i
Cc1nc2ccccc2nc1OCc1cccc(Cl)c1 | i | i | i | -10 | i | i | -4 | i | i | 1 | i
CCc1cc(=O)oc2cc(C)cc(OCC(=O)NCC3CCC(C(=O)O)CC3)c12 (stereo not drawn) | i | i | i | -11 | i | i | -7 | i | i | 13 | i
CCOc1cc(S(=O)(=O)Nc2ccccn2)ccc1F | i | i | i | 3 | i | i | -2 | i | i | 2 | i
COc1ccc(CCNC(=O)C2CCN(c3ccc(N4CCOCC4)nn3)CC2)c(OC)c1 | i | i | i | 0 | i | i | -7 | i | i | -4 | i
CCn1c(SCC(=O)NNC(=O)c2ccc(OC)cc2)nnc1C(C)C | i | i | i | 1 | i | i | -5 | i | i | 1 | i
CCOc1ccc(/C=C/C(=O)c2c(O)cc(C)oc2=O)cc1 | i | i | i | 5 | i | i | -4 | i | i | 6 | i
CCOCCCNC(=S)Nc1ccc2nc(N3CCOCC3)cc(C)c2c1 | i | i | i | -5 | i | i | -8 | i | i | -3 | i
O=c1nc(NC2CCCC2)ccn1Cc1cccc(Br)c1 | i | i | i | 6 | i | i | -8 | i | i | 6 | i
OC1CCN(c2c3c(nc4cc(-c5ccc(F)cc5)nn24)CCC3)CC1 | i | i | i | . | i | i | -8 | i | i | -9 | i
Cc1ccc(-c2ccc(CCC(=O)O)n2-c2ccc(C(=O)O)cc2)cc1 | i | i | i | -9 | i | i | -9 | i | i | -1 | i
CCN1/C(=C2\OC(=S)N(C)C2=O)C=Cc2ccccc21 | i | i | i | 3 | i | i | -17 | i | i | 3 | i
CNc1nc(Cl)c(SC)c(N2CCOCC2)n1 | i | i | i | 2 | i | i | -7 | i | i | 8 | i
COc1cc(C(=O)Nc2ccc(S(=O)(=O)Nc3ncccn3)cc2)c([N+](=O)[O-])cc1OC | i | i | i | -6 | i | i | -6 | i | i | 1 | i
Cc1cc(C)cc(C(=O)NC(CC(N)=O)c2ccc(NC3CCCCCC3)c([N+](=O)[O-])c2)c1 (stereo not drawn) | i | i | i | 8 | i | i | 0 | i | i | -8 | i
CCOC(=O)c1c(C)[nH]c(C)c1C(=O)COC(=O)/C=C/c1cccc(F)c1 | i | i | i | 4 | i | i | -5 | i | i | -7 | i
FC(F)(F)c1cnc(N2CCSCC2)c(Cl)c1 | i | i | i | -3 | i | i | -5 | i | i | -5 | i
CCOC(=O)C1CCCN(C(=O)c2ccc(CS(=O)(=O)Cc3ccccc3C)o2)C1 (stereo not drawn) | i | i | i | 6 | i | i | -5 | i | i | -2 | i
OCC1(Cc2ccc(Cl)cc2)CCN(CCCc2ccccc2)CC1 | i | i | i | 5 | i | i | -20 | i | i | 0 | i
CCOC(=O)NC1(C(F)(F)F)C(=O)NC(C)=C1C(=O)OC (stereo not drawn) | i | i | i | -1 | i | i | 4.9* | i | i | -2 | i
Cc1ccc(S(=O)(=O)Nc2cc(Cl)c(O)c3ncccc23)cc1 | i | i | i | -5 | i | i | -5 | i | i | 6 | i
O=C(CN1CCN(Cc2ccc(F)cc2)CC1)Nc1nc2ccccc2s1 | i | i | i | ? | i | i | -12 | i | i | 25 | i
COc1ccccc1OCC(=O)Nc1ccc(S(=O)(=O)NC(C)=O)cc1 | i | i | i | 1 | i | i | -5 | i | i | -3 | i
COc1ccccc1-n1c(SCC(=O)c2ccc(O)cc2O)nc2cc([N+](=O)[O-])ccc21 | i | i | 6* | 9 | i | i | -19 | i | i | -1 | i
O=C(Cn1ncc2c3ccccc3n(Cc3ccc(F)cc3)c2c1=O)N1CCN(c2ncccn2)CC1 | i | i | i | 0 | i | i | -13 | i | i | 1 | i
O=C(O)[C@H]1Cc2ccccc2CN1S(=O)(=O)c1ccc(F)cc1 | i | i | i | . | i | i | -10 | i | i | 3 | i
CCOC(=O)C1CCN(C(=O)CN(Cc2ccc(Cl)cc2)S(C)(=O)=O)CC1 | i | i | i | 3 | i | i | -11 | i | i | -5 | i
O=S(=O)(Cc1c(F)cccc1Cl)c1ncn[nH]1 | i | i | i | 0 | i | i | -23 | i | i | 3 | i
CC(C)COC(=O)Nc1ccccc1C(=O)N1CCOCC1 | i | i | i | -14 | i | i | -1 | i | i | -4 | i
C[C@H](NC(=O)C1CCC(CNC(=O)[C@@H]2CCCN2C(=O)OC(C)(C)C)CC1)C(=O)O (stereo partly drawn) | i | i | i | 4 | i | i | -3 | i | i | -1 | i
C/C(=C\c1cccs1)C(=O)c1c(C)cc(C)[nH]c1=O | i | i | i | 7 | i | i | -4 | i | i | 0 | i
O=C(O)C(Cc1ccccc1)NC(=O)C(Cc1ccccc1)NC(=O)C12CC3CC(CC(C3)C1)C2 (stereo not drawn) | i | i | i | 5 | i | i | -2 | i | i | . | i
COc1c2ccccc2c(OC)c2ccccc12 | i | i | i | -1 | i | i | -14 | i | i | -2 | i
COc1ccc(CCN2CC(C(=O)NCCc3ccccc3C)CCC2=O)cc1 (stereo not drawn) | i | i | i | . | i | i | -5 | i | i | . | i
Cc1ccccc1-c1nc(CS(=O)(=O)CC(=O)NC2CC2)c(C)o1 | i | i | i | -9 | i | i | -4 | i | i | -4 | i
Cc1[nH]c2ccccc2c1/C=N\NC(=O)Cn1nnc(-c2ccccc2)n1 | i | i | i | -13 | i | i | -9 | i | i | 30 | i
Cc1ccc(C(=O)NNC2=Nc3cc([N+](=O)[O-])ccc3OC2)cc1 | i | i | i | . | i | i | -7 | i | i | 19 | i
Cc1onc(-c2ccccc2Cl)c1C(=O)NC(C)c1ccccc1 (stereo not drawn) | i | i | i | 0 | i | i | -11 | i | i | 0 | i
CCCCn1nnc(NC(=O)COc2cc(C)ccc2C(C)C)n1 | i | i | i | 1 | i | i | -3 | i | i | 6 | i
Oc1ccc(F)c2cccnc12 | i | i | i | 7 | i | i | -8 | i | i | -15 | i
COC(=O)Cc1ccc(NC(=S)N2CCN(CCO)CC2)cc1 | i | i | i | ? | i | i | -7 | i | i | 6 | i
COC(=O)C(Cc1cccc(C)n1)(c1ccccc1)c1ccccc1 | i | i | i | 4 | i | i | -10 | i | i | 3 | i
CCN1CCN(S(=O)(=O)c2ccc(Cl)c(C(=O)Nc3ccccc3N3CCCC3)c2)CC1 | i | i | i | 10 | i | i | -16 | i | i | 0 | i

(list continues)
SMILES | KCNK9 block | KCNQ1 pot | KCNQ1 inh | HDAC3 inhib | ANO1 activ | TRPC4 PAM | hERG protect | TRPC4 agonist | KCNK3 inh | Dyrk1A ADPGlo | TMEM16A inh
CCOC(=O)C1(Cc2ccc(Cl)cc2)CCN(C(=O)C2CCCO2)CC1 (stereo not drawn) | i | i | i | -3 | i | i | -3 | i | i | 2 | i
C/C(=N\Nc1nc(N)cc(Cl)n1)c1cccc([N+](=O)[O-])c1 | i | i | i | 4 | i | i | -9 | i | i | 2 | i
O=C1c2cccc3c(O)ccc(c23)C(=O)N1Cc1ccccc1 | i | i | i | 9 | i | i | -30 | i | i | 5 | i
O=C(c1ccccc1)N1CCN(C2c3cccc4cccc(c34)C2NS(=O)(=O)c2ccccc2)CC1 (stereo not drawn) | i | i | i | -6 | i | i | -5 | i | i | -8 | i
